# A340 absorber: compound absorbs light at 340 nm | compound absorbance at 340 nm, fold over control | fold change at 10 µM | 65,000 tested, under 10 active;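 active = at 10 µM dose, initial 340 nm absorbance at least 2 fold that of control wells; inactive = change under 2 fold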;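 note: initial absorbance extrapolated from kinetic A340 decline of NADH oxidation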
# Active calls of the source: *; & = joins results of further samples. A portion of the library; count on the stated rates, not on these rows.
no.	smiles	A340 absorber
1	COC(=O)c1ccc(C2/C(=C(/O)c3ccc(OC)cc3)C(=O)C(=O)N2c2cc(C)on2)cc1 (centres undefined)	1.09
2	Nc1nnc(CCC2CCCCC2)s1	1.06
3	CC1CCN(Cc2nc3c(c(=O)n(C)c(=O)n3C)n2CCCc2ccccc2)CC1	1
4	CC(=O)NC(CCS(C)(=O)=O)C(=O)Nc1cccc(C(C)=O)c1 (centres undefined)	1.01
5	CCN(CCCNC(=O)CN(C)S(=O)(=O)c1ccc2c(c1)CCC(=O)N2)c1cccc(C)c1	1.02
6	CCOc1ccc(C(=O)Nc2c3c(nn2-c2cccc(Cl)c2)CS(=O)C3)cc1 (centres undefined)	0.97
7	N#Cc1c(-c2ccccc2)nc(N2CCOCC2)[nH]c1=O	1.04
8	CCOC(=O)c1c(C)n(C)c2ccc(OCC(O)Cn3nc(C)c(Br)c3C)cc12 (centres undefined)	1
9	COc1ccc(NC(=O)c2c(C)oc3c2CCCC3)cc1	1.02
10	CCCCS(=O)(=O)NC1=NCN(CC)CN1	1.02
11	O=c1[nH]c(CN2CCN(CCO)CC2)nc2ccccc12	1.04
12	CS(=O)(=O)n1nc(C(=O)N2CCOCC2)nc1N	1.02
13	O=C(CN1C(=O)c2ccccc2C1=O)N1CCN(c2nnc(-c3ccccc3)c3ccccc23)CC1	1.08
14	CSc1cccc(NC(=O)CSc2ccccc2)c1	1.06
15	O=C1CC(Nc2ccc(N3CCOCC3)cc2)C(=O)N1Cc1ccccc1 (centres undefined)	1.02
16	CCc1nc(N)c(C#N)c(-c2cccn2C)c1C	1.09
17	Cc1nnc(SCc2ccc(C(=O)c3ccc(Cl)cc3)o2)n1-c1ccccc1	1.14
18	COc1ccc(OC)c(S(=O)(=O)NCc2cn3cccc(C)c3n2)c1	1.03
19	O=C(O)c1ccc(Cl)c(NC(=O)C2CCCN2S(=O)(=O)c2cccc3nsnc23)c1 (centres undefined)	1.02
20	CCOC(=O)C1CCN(C(=O)c2ccc3snnc3c2)CC1	1.04
21	CCc1cc(=O)oc2c(CN3CCCC3)c(O)c(Cl)cc12	1.12
22	O=C(CC1(O)C(=O)Nc2ccc(Br)cc21)c1ccc2c(c1)OCO2 (centres undefined)	1.04
23	O=C(O)CN(CCO)CCN(CC(=O)O)CC(=O)O	1.04&1.03
24	Cn1c(SCC(=O)N2CCCc3ccccc32)nnc1-c1c[nH]c2ccccc12	1.07
25	Cc1ccc(S(=O)(=O)N2CCCC2C(=O)NCCc2nc3ccccc3[nH]2)cc1 (centres undefined)	1.04
26	O=C(CSc1nnc(-c2c[nH]c3ccccc23)n1-c1ccc(F)cc1)NCc1ccco1	1.03
27	CCOc1ccc(C2C(C(=O)c3ccc(C)o3)=C(O)C(=O)N2CCN2CCOCC2)cc1OC (centres undefined)	1.06
28	CN1CCN(CC(O)COc2ccc(OCC(O)CN3CCN(C)CC3)cc2)CC1 (centres undefined)	0.97
29	CC(=O)NC(NC(C)=O)c1ccc(Br)cc1	1.02
30	COc1cccc(-n2nnc3c(=O)n(CC(=O)OCc4ccccc4)cnc32)c1	0.97
31	CC(C)CCSc1nc2c(c(=O)[nH]c(=O)n2C)n1CCc1ccccc1	1.05
32	N#C/C(=N\O)c1nc(-c2ccccc2)cs1	1.08
33	CC1Cn2c(nnc2-c2cc3ccccc3cc2O)S1 (centres undefined)	1.04
34	Cc1cccc(OCc2nnc(SCC(=O)N3CCN(C(=O)c4ccco4)CC3)n2C)c1C	1.02
35	Cc1ccc(C)c(NC2=NC3(CCCCC3)N=C(N)N2)c1	1.02&0.99
36	Cc1ccc(S(=O)(=O)N2CCCC2C(=O)Nc2nc3ccccc3s2)cc1 (centres undefined)	1.04
37	CCOC(=O)C1CCN(S(=O)(=O)Cc2ccccc2)CC1	1.06
38	CC(C)Cc1nnc(NC(=O)CSc2nc(=O)cc(N)n2-c2ccccc2)s1	1.02
39	c1nc(N2CCOCC2)c2sc3nc(N4CCOCC4)c4c(c3c2n1)CCCC4	1.03
40	COc1ccc(CNCCNC(=O)c2nonc2N)cc1OC	1.01
41	Cn1c(=O)c2[nH]c(CNCc3ccccc3Cl)nc2n(C)c1=O	0.98
42	O=C(NCc1ccco1)c1ccccc1Br	1.01
43	Cc1ccc(Cl)cc1-n1c(=O)cc(N2CCN(C(=O)c3ccco3)CC2)[nH]c1=O	0.97
44	COC(=O)Cn1c(CN2CCC(Cc3ccccc3)CC2)nc2c1c(=O)n(C)c(=O)n2C	0.98
45	COc1ccc(-c2nnn(CC(=O)OC3CCCCC3)n2)cc1OC	1.01
46	Cc1cc(N2CCc3ccccc32)n2ncnc2n1	1.18
47	O=C(Nc1ccc(NC(=O)C2CCCN2C(=O)OCc2ccccc2)cc1)c1ccco1 (centres undefined)	1.04
48	CCOC(=O)c1c(C)n(C)c2ccc(OC(=O)c3ccoc3)cc12	1.02
49	Cc1ccc2cc(CN(C(=O)c3ccco3)c3ccccc3C)c(=O)[nH]c2c1	1.06
50	COCCn1c(CN2CCN(c3ccccc3)CC2)nc2c1c(=O)n(C)c(=O)n2C	1
51	CCOC(=O)C1CCN(C(=O)c2ccc(Cl)c(S(=O)(=O)N3CCOCC3)c2)CC1	1.05
52	C=CCSc1nnc2c(n1)OC=Nc1ccc(Br)cc1-2	1.07
53	CC(C)(C)NS(=O)(=O)c1ccc(NS(=O)(=O)c2ccc(F)cc2)cc1	1.06
54	COc1ccc(C)cc1NC(=O)C1CCCN1C(=O)OCc1ccccc1 (centres undefined)	1.01
55	O=C(Oc1nsnc1N1CCOCC1)N1CCCCC1	0.99
56	CCN(CC)c1ncccc1C(=O)NCc1cccs1	1.03
57	NC(=O)c1cccnc1	1.02
58	COC(=O)c1ccc(CSc2nc3c(c(=O)n2-c2ccc(Br)cc2)SCC3)o1	1.09
59	Cc1cccc(NC(=O)c2sc3nc(-c4ccccc4)cn3c2C)n1	1.03
60	CC(C)(C)c1cnnn1-c1ccc(-c2csc(N)n2)cc1	0.98

# Further entries
no.	smiles	A340 absorber
61	COc1ccc2c(c1)C1(Nc3ccccc3C(=O)N1c1ccccc1)C(=O)N2 (centres undefined)	1.05
62	O=C(CN1C(=O)c2cccc3cccc1c23)N1CCc2ccccc2C1	1.04
63	CCOC(=O)N1CCN(/C=C(\C#N)c2nc3ccccc3s2)CC1	1.25
64	CO[C@@]1(NC(=O)Cc2cccs2)C(=O)N2C(C(=O)O)=C(COC(N)=O)CS[C@@H]21	1.03
65	CC(=NCc1ccco1)C1=C(O)c2ccccc2C1=O	1.08
66	CCOC(=O)c1[nH]c(C(=O)O)c(CCC(=O)OC)c1C	1.03
67	c1nc(N2CCOCC2)c2[nH]cnc2n1	0.99
68	CCOC(=O)c1csc(NC(=O)c2ccc(S(=O)(=O)N(CC)CC)cc2)n1	1.07
69	CC1CCCCN1C(=O)C12CCC(C)(/C(=N/O)C1)C2(C)C (centres undefined)	1.03
70	CCn1c(SCC(=O)Nc2cc(C)on2)nc2c(c1=O)SC(C)C2 (centres undefined)	1.11
71	O=C1C2ON(c3ccc(Br)cc3)C(c3cccnc3)C2C(=O)N1C1CCCCC1 (centres undefined)	1.03
72	CC(=O)Nc1ccc(C(=O)CSc2nc3ccccc3n2CC(=O)N2CCCC2)cc1	1.01
73	CCOC(=O)Nc1c(C)n(C)n(-c2ccccc2)c1=O	1.02
74	N#CCSc1nc2scc(-c3cccs3)c2c(=O)n1CCc1ccccc1	1.04
75	CC(=O)c1cc(OC(=O)N2CCOCC2)ccc1OC(=O)N1CCOCC1	1
76	O=C(Nc1ccccn1)NC12CC3CC(CC(C3)C1)C2	1
77	c1ccc2cc3[nH]c(CN4CCOCC4)nc3cc2c1	1.04
78	Cn1cnnc1-c1cccc(NS(=O)(=O)c2ccc(N3CCCC3=O)cc2)c1	1.01
79	O=C(Oc1ccc(-c2nnco2)cc1)N1CCOCC1	1.02
80	CCC1CCCCN1c1nc(-c2cccc(OC)c2O)nc2ccccc12 (centres undefined)	1.08
81	CCn1c(N)c(C(=O)NC2CCCCC2)sc1=S	1.1
82	COCCCN1CC23C=CC(O2)C(C(=O)OC)C3C1=O (centres undefined)	1.02
83	Cc1ccccc1N1C(=O)C2ON(c3ccccc3)C(c3ccncc3)C2C1=O (centres undefined)	0.99
84	COCCOC(=O)c1c(C)oc2ccc(NS(=O)(=O)c3ccc(C(=O)O)cc3)cc12	0.99

# In a second layout: results already given.
entry | A340 absorber | canonical_smiles
56 | 1.03 | CCN(CC)c1ncccc1C(=O)NCc1cccs1
57 | 1.02 | NC(=O)c1cccnc1
58 | 1.09 | COC(=O)c1ccc(CSc2nc3c(c(=O)n2-c2ccc(Br)cc2)SCC3)o1
59 | 1.03 | Cc1cccc(NC(=O)c2sc3nc(-c4ccccc4)cn3c2C)n1
60 | 0.98 | CC(C)(C)c1cnnn1-c1ccc(-c2csc(N)n2)cc1
61 | 1.05 | COc1ccc2c(c1)C1(Nc3ccccc3C(=O)N1c1ccccc1)C(=O)N2 (centres undefined)
62 | 1.04 | O=C(CN1C(=O)c2cccc3cccc1c23)N1CCc2ccccc2C1
63 | 1.25 | CCOC(=O)N1CCN(/C=C(\C#N)c2nc3ccccc3s2)CC1
64 | 1.03 | CO[C@@]1(NC(=O)Cc2cccs2)C(=O)N2C(C(=O)O)=C(COC(N)=O)CS[C@@H]21
65 | 1.08 | CC(=NCc1ccco1)C1=C(O)c2ccccc2C1=O
66 | 1.03 | CCOC(=O)c1[nH]c(C(=O)O)c(CCC(=O)OC)c1C
67 | 0.99 | c1nc(N2CCOCC2)c2[nH]cnc2n1
68 | 1.07 | CCOC(=O)c1csc(NC(=O)c2ccc(S(=O)(=O)N(CC)CC)cc2)n1
69 | 1.03 | CC1CCCCN1C(=O)C12CCC(C)(/C(=N/O)C1)C2(C)C (centres undefined)
70 | 1.11 | CCn1c(SCC(=O)Nc2cc(C)on2)nc2c(c1=O)SC(C)C2 (centres undefined)
71 | 1.03 | O=C1C2ON(c3ccc(Br)cc3)C(c3cccnc3)C2C(=O)N1C1CCCCC1 (centres undefined)
72 | 1.01 | CC(=O)Nc1ccc(C(=O)CSc2nc3ccccc3n2CC(=O)N2CCCC2)cc1
73 | 1.02 | CCOC(=O)Nc1c(C)n(C)n(-c2ccccc2)c1=O
74 | 1.04 | N#CCSc1nc2scc(-c3cccs3)c2c(=O)n1CCc1ccccc1
75 | 1 | CC(=O)c1cc(OC(=O)N2CCOCC2)ccc1OC(=O)N1CCOCC1
76 | 1 | O=C(Nc1ccccn1)NC12CC3CC(CC(C3)C1)C2
77 | 1.04 | c1ccc2cc3[nH]c(CN4CCOCC4)nc3cc2c1
78 | 1.01 | Cn1cnnc1-c1cccc(NS(=O)(=O)c2ccc(N3CCCC3=O)cc2)c1
79 | 1.02 | O=C(Oc1ccc(-c2nnco2)cc1)N1CCOCC1
80 | 1.08 | CCC1CCCCN1c1nc(-c2cccc(OC)c2O)nc2ccccc12 (centres undefined)
81 | 1.1 | CCn1c(N)c(C(=O)NC2CCCCC2)sc1=S
82 | 1.02 | COCCCN1CC23C=CC(O2)C(C(=O)OC)C3C1=O (centres undefined)
83 | 0.99 | Cc1ccccc1N1C(=O)C2ON(c3ccccc3)C(c3ccncc3)C2C1=O (centres undefined)
84 | 0.99 | COCCOC(=O)c1c(C)oc2ccc(NS(=O)(=O)c3ccc(C(=O)O)cc3)cc12

# (listing goes on)
no.	smiles	A340 absorber
85	O=C(CSc1nc(-c2ccc(F)cc2)cc(C(F)(F)F)n1)NCCN1CCOCC1	1.02
86	COC(=O)c1ccc(NC(=O)Cc2ccccc2)cc1	1.06
87	CCOC(=O)C1=C(C)NC(=O)NC1C (centres undefined)	1.02
88	CC(C)N(CCNC(=O)C1CCC(=O)N1Cc1ccc(F)cc1)Cc1ccccc1 (centres undefined)	1
89	O=c1c2cnn(-c3ccc(F)cc3)c2ncn1Cc1ccccn1	1.01
90	Cc1cccc(-n2c(=O)[nH]c3c(C(N)=O)nc(C(C)C)nc32)c1	1.04
91	Cc1cccc(C)c1OCc1nnc(SCC(=O)NCCc2ccccc2)o1	1.09
92	Clc1ccc(C2CC(c3ccco3)n3ncnc3N2)cc1Cl (centres undefined)	1.07
93	CC(=O)NC(c1ccccc1)c1nc2ccccc2[nH]1 (centres undefined)	1.03
94	Cc1nc2sc(C(c3ccco3)N3CCC4(CC3)OCCO4)c(O)n2n1 (centres undefined)	1.05
95	COc1ccc(-n2c(C)nc3cc(C(=O)NCc4ccco4)ccc32)cc1	1.03
96	CCOC(=O)c1ccc(N2C(=O)c3n[nH]c(C)c3C2c2ccc(OC)cc2OC)cc1 (centres undefined)	1.02
97	COc1nc(-c2ccccc2)ccc1-c1noc(-c2cccs2)n1	1.14
98	CC(NC(=O)c1ccco1)C(c1cccs1)N1CCN(c2ccccc2F)CC1 (centres undefined)	1.04
99	Cc1csc2nc(CNS(=O)(=O)c3cccnc3)cn12	1.02
100	O=C(Nc1cnc2ccccc2c1)c1ccco1	1.05
101	Cc1cc(NC(=O)c2ccccc2F)n(-c2nc3ccccc3[nH]2)n1	1.03
102	Cc1cccc(Cn2c(C(C)O)nc3ccccc32)c1 (centres undefined)	1.03

# Already shown: entries from further up.
no.	smiles	A340 absorber
96	CCOC(=O)c1ccc(N2C(=O)c3n[nH]c(C)c3C2c2ccc(OC)cc2OC)cc1 (centres undefined)	1.02
97	COc1nc(-c2ccccc2)ccc1-c1noc(-c2cccs2)n1	1.14
98	CC(NC(=O)c1ccco1)C(c1cccs1)N1CCN(c2ccccc2F)CC1 (centres undefined)	1.04
99	Cc1csc2nc(CNS(=O)(=O)c3cccnc3)cn12	1.02
